Lmaj promast = inhibitors of Leishmania major promastigote growth. hit rate 9% among 200,000. inhibition, % at 10 µM. Leishmania major promastigotes, resazurin fluorescence viability; in the data active = inhibition above about 50%;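 also: promastigotes grown with compound for 44 hours at 28 °C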
TNAP act hiacc = activators of human TNAP at high phosphate acceptor concentration; activation factor at 20 µM; AID 1136; 200,000 tested, under 10 active; purified TNAP, CDP-star luminescence, 1 M DEA, 30 min; stronger effect = higher value; 0 = EDTA background, 1 = DMSO-only activity;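 active = activation factor at least 2 at 20 µM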
Target sequence (P05186 whole entry, looked up): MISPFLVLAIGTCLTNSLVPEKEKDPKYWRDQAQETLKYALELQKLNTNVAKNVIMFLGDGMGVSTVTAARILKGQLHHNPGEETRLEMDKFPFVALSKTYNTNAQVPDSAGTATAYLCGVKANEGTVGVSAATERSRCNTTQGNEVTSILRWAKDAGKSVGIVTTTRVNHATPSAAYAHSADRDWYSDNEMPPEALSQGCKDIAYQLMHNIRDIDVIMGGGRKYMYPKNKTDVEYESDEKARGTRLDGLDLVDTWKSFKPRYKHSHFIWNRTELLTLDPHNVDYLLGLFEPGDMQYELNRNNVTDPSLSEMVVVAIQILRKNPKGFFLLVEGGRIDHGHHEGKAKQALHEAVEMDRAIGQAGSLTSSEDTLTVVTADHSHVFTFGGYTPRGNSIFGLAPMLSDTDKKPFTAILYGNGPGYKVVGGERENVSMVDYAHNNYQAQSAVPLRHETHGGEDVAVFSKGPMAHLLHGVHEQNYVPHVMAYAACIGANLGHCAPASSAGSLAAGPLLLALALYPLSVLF
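Test system – human TNAP · Doses – 20 µM single point · Incubation – 30 min, room temperature · Signal – luminescent substrate turnover signal · Read-out basis – activation factor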
FLuc inhib CS = counter-screen for luciferase assay inhibitors: firefly luciferase inhibition; ATPLite firefly luciferase biochemical luminescence, 10 min; inhibition, % at 10 µM; hit rate 1.5% among 200,000; AID 1006;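 active = inhibition above about 50% when tested at 10 µM, limit read from the data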
Target sequence (P08659 whole entry, looked up): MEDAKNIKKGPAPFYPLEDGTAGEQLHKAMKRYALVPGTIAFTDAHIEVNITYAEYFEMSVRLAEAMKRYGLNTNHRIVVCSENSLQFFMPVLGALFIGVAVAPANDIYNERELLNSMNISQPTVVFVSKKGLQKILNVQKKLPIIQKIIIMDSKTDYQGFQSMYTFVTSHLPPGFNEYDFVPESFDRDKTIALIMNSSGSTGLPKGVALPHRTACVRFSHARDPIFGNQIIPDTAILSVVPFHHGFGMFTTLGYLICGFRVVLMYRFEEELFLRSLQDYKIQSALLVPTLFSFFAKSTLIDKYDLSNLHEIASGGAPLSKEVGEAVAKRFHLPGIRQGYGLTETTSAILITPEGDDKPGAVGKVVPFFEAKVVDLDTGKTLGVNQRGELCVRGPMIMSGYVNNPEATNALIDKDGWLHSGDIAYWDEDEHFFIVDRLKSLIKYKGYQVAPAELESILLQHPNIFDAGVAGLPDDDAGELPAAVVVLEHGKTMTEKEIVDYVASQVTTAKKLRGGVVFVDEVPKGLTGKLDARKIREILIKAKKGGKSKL
FLuc stim CS = affects firefly luciferase, flagging false hits in luciferase stimulation screens | P08659 | ATPlite luciferase biochemical, luminescence, 10 min; 0 = ATP-free wells, 1 = DMSO control | activation factor at 10 µM | 200,000 tested, under 10 active | AID 1027;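 active = luciferase activation factor, scaled between plate controls, of at least 2 with compound at 10 µM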
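System: luciferase plus luciferin reagent, cell-free; medium: PBS as buffer for the ATP substrate; dosing: test compounds dosed from 2 mM stocks in 100% DMSO; timing: 10 min post-reagent at room temperature; measured by: luminescence measurement of luciferase light output; evaluation: luciferase activation, seen as luminescence increase over controls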
bIAP activator = intestinal alkaline phosphatase (bovine) activation | AID 1016 | hit rate 0.17% among 200,000 | purified bovine IAP, CDP-star luminescence, 30 min; stronger effect = higher value; fold of DMSO-control signal, blank-subtracted | activation factor at 20 µM;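 active = activation factor of 2 or more at 20 µM, a signal rise over negative controls twice the positive control's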
bIAP inhibitor = blocks bovine intestinal alkaline phosphatase activity; inhibition, % at 20 µM; 190,000 tested, under 10 active; purified bovine IAP, CDP-star luminescence, 30 min;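 active = over 50% inhibition of intestinal alkaline phosphatase at 20 µM in the single-dose screen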
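Assay system – bovine IAP enzyme · Quantity – bovine IAP at 1/65,000,000 final dilution · Detection – CDP-star luminescence signal · Times – 30 min reaction at room temperature · Also added – CDP-star substrate at 30 µM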
APP transl inh = APP translation inhibition; SH-SY5Y APP 5'UTR-luciferase reporter, luminescence; inhibition, % at 2 µM; hit rate 0.82% among 190,000;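 active = inhibition above a set limit, derived from the sample mean plus 3 SD, cut at about 45% in these data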; also: values of inactives mirror those of a sister screen read the other way
RAM network inh = yeast RAM network inhibition | hit rate 1.8% among 190,000 | inhibition, % at 50 µM | S. cerevisiae dse1pr::URA3 reporter, 5-FOA growth OD615, 2 d; analog-sensitive cbk1-as2 kinase mutant strain | AID 868;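 active = inhibition above a set limit, 3 SD over mean compound inhibition, cut at about 8.4% in these data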;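 also: 0% = DMSO-only wells with no growth and 100% = 10 µM 1-NA-PP1 full growth; inhibition rescues growth on 5-FOA so higher OD means more RAM inhibition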
TNAP inh noacc = blocks human TNAP activity with no phosphate acceptor present; P05186; purified TNAP, CDP-star luminescence, 30 min; inhibition, % at 20 µM; hit rate 0.26% among 200,000; AID 1012;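 active = tissue-nonspecific alkaline phosphatase inhibition above about 50% at 20 µM in the single-dose screen, limit read from the data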;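 also: 0% = DMSO negative control and 100% = EDTA positive control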
TNAP inh hi DEA = blocks human TNAP under high phosphate acceptor concentration; purified TNAP, CDP-star luminescence, 1 M DEA; inhibition, % at 20 µM; hit rate 0.03% among 200,000; AID 1135;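 active = over 50% inhibition of tissue-nonspecific alkaline phosphatase at 20 µM in the single-dose screen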;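 also: plate controls were DMSO wells for no effect and EDTA-quenched wells as full inhibition for full effect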
Numbers without * were called inactive; . = not tested or not shown.

SMILES	Lmaj promast	TNAP act hiacc	FLuc inhib CS	FLuc stim CS	bIAP activator	bIAP inhibitor	APP transl inh	RAM network inh	TNAP inh noacc	TNAP inh hi DEA
CC1N(O)C(c2ccc(Cl)cc2Cl)N(O)C1(C)C (stereo not given)	-9	1	-8	1.1	0.6	42	-7	1.6	-2	-2
CCOc1ccccc1Nc1nc(N)nc(CSc2nncn2C)n1	0	1	-5	1	1	1	-5	-0.1	-10	-4
COc1ccc(OCCn2c(NC(=O)c3ccco3)nc3ccccc32)cc1	30	1.1	3	1	0.9	9	11	7.8	-18	-6
O=[N+]([O-])c1cccc(/C=C2\CCC(/C=N/Nc3ccc4ccccc4n3)=C2N2CCOCC2)c1	26	0.8	-4	1	1	4	-21	1.6	-8	18
COc1ccc(Nc2cnn(-c3nc4ccccc4s3)c(=O)c2Cl)cc1	51*	1	29	0.7	0.8	18	19	5.3	-2	3
CCC1(CC)C(=O)C(C)(C)C(=O)OC1c1ccccn1 (stereo not given)	-3	1	-5	1.1	0.8	15	-4	-0.5	-7	1
CNC(=O)c1c(N)sc2c1CCCCC2	-5	1.1	-3	1	0.9	14	6	3.0	-20	-7
CC(C)n1c2ccccc2c2cc([N+](=O)[O-])ccc21	18	1	-4	1	0.9	14	18	5.3	-16	1
Cc1cccc(N(CC(=O)Nc2ccccc2-c2ccccc2)S(=O)(=O)c2ccccc2)c1C	50*	1	0	1	1.1	-9	-15	5.4	-1	-1
CCOC(=O)c1cc(NC(=O)c2ccccc2)c(=O)n2c1oc1ccccc12	-1	1	-6	1.1	1	-4	33	1.6	-12	-2
CC(=O)Nc1ccc(NC(=O)CSCc2cnn(-c3ccccc3)c2-n2cccc2)cc1	12	1.1	-6	1.1	0.6	43	-8	0.4	-12	-6
COc1cc2c(cc1NC(=O)CN1CCN(S(=O)(=O)c3ccccc3F)CC1)oc1ccccc12	-4	1	1	1	1	-4	-8	2.6	-7	-2
CCc1nc(SCC(=O)NNC(=O)C(C)C)c2ccccc2n1	-1	1	-5	1.1	1.3	-33	.	-0.6	-7	0
CC(NC(=O)COc1ncnc2cc([N+](=O)[O-])ccc12)c1ccccc1 (stereo not given)	16	1	-5	1.1	0.9	9	21	4.5	-9	-2
CC(=O)Nc1ncc(Cc2ccc(Cl)cc2Cl)s1	3	1.1	0	1	1.1	-5	-2	1.9	-9	-5
N#Cc1sc2nc3c(c(-c4ccco4)c2c1N)CCCC3	11	1	-3	1	1	0	3	5.4	-8	-1
Cc1ccc(CSc2nc3ccccc3c(=O)[nH]2)cc1	-7	1	2	1	0.9	6	-28	2.7	-10	-4
CSC1=C(C#N)C(CC(C)C)C(C(C)=O)=C(C)N1 (stereo not given)	9	1	-7	1.1	0.8	20	5	-1.2	-13	-3
Cn1c(-c2ccc([N+](=O)[O-])cc2)nc2ccccc21	13	1	8	0.9	1	-4	2	0.9	-6	-2
O=C(CSc1nnc(-c2ccc(O)cc2)o1)N1CCOCC1	-6	1.1	3	1	1	-2	-1	1.2	2	-8
Fc1ccc(C(c2nnnn2Cc2cccs2)N2CCN(c3ccccc3)CC2)cc1 (stereo not given)	20	1	-7	1.1	0.9	9	20	0.1	-8	-3
CC(OC(=O)C(C)N1C(=O)C2C3C=CC(C4CC34)C2C1=O)C(=O)c1ccccc1 (stereo not given)	-3	1	-7	1.1	1.3	-28	-1	1.0	3	-2
O=C(O)CCc1ccc(-c2cccs2)n1Cc1ccco1	-3	1	-2	1	1	2	-4	-1.0	-7	-3
CCCOP(=O)(OCCC)C1(Nc2ccc(C)cc2)CCCCC1	5	1	-7	1.1	1	-5	-10	-0.5	3	-4
O=C(O)COc1ccc2c3c(c(=O)oc2c1)CCCC3	-4	1.1	-10	1.1	1	-4	3	0.1	-5	-6
CCN(CC(=O)NCc1ccc(F)cc1)C(=O)/C=C/c1ccco1	3	1	-3	1	1.1	-11	10	1.1	-10	-3
COc1ccc(C2/C(=C(/O)c3ccccc3)C(=O)C(=O)N2CCN2CCOCC2)c(OC)c1 (stereo not given)	-5	1	-2	1	1	-1	1	-0.3	-8	-2
CC(=O)Nc1nonc1-c1nc2ccccc2n1CCC(C)C	-1	1	-2	1	1	0	-1	0.5	-4	-2
COc1ccccc1-c1cc(C(=O)N/N=C/C=C/c2ccccc2[N+](=O)[O-])c2ccccc2n1	18	1	-9	1.1	1	4	0	2.5	3	-3
COc1ccc(S(=O)(=O)N(CC(=O)NCc2ccco2)C2CCCCC2)cc1OC	-3	1	-12	1.1	1.1	-6	6	2.3	4	1
Cc1cc(C(=O)NCCCn2ccnc2)cs1	0	1.1	-3	1	0.9	8	-1	1.4	-12	-6
O=C1CSc2ccccc2N1Cc1ccccc1F	-4	1	-5	1.1	0.9	13	10	0.9	-6	-2
O=C(CN1CCC(C(O)(c2ccccc2)c2ccccc2)CC1)Nc1ccccc1	25	1	3	1	1.1	-6	17	-0.1	-4	-2
CC(C)c1nc2n[nH]c(N)c2c2c1CSC(C)(C)C2	0	1	-4	1	1.2	-16	3	1.2	1	-1
COc1cc(Cl)c(C)cc1NC(=O)CSc1nc2ccccc2o1	3	1	-8	1.1	0.9	12	-2	3.4	-15	-1
O=C(O)C1C2C=CC(C2)C1C(=O)Nc1ccc(C(=O)N2CCCCC2)c(Cl)c1 (stereo not given)	-6	1	-2	1	0.9	9	18	1.1	-7	3
COC(=O)c1ccc2c(c1)NC1=C(C(=O)CC(C)(C)C1)C(c1ccncc1)N2 (stereo not given)	-5	1	0	1	1.1	-5	-4	0.3	-2	1
COc1ccc(-c2cc(C(F)F)nc(-n3nc(C)cc3C)n2)cc1	0	1	-3	1	1	0	3	3.5	-7	-2
COCCNC(=O)COC(=O)c1nsc(Cl)c1Cl	-11	1.1	-2	1	1	-1	-4	1.3	-11	-6
COc1ccc(C(=O)Nc2cc3c(cc2C#N)OCO3)cc1S(=O)(=O)NCc1ccco1	1	1	-4	1	0.9	13	-4	2.2	-6	-2
COC(=O)Nc1ccc(Oc2ccccc2)cc1	1	1	2	1	0.9	12	-8	0.3	-12	-5
Cc1ccc(C(=O)NCCN2CCCC2)cc1	-4	1	-2	1	1	0	-2	1.8	-2	2
COc1ccc(/C=C2\SC(=S)N(CC(=O)NNC(=O)c3ccncc3)C2=O)cc1	-5	0.9	27	0.7	1	-4	-5	4.2	-96	5
Cc1ccc(S(=O)(=O)CCC(=O)Nc2ccc3c(c2)OCO3)cc1	1	1	-2	1	0.9	8	5	-0.1	-7	-2
O=S(=O)(Nc1cccc(-c2nc3cccnc3s2)c1)c1ccc2c(c1)CCCC2	-4	1	-1	1	1.1	-7	6	5.1	-8	-3
CCOC(=O)C1=C(O)C(=O)N(c2ccc(S(N)(=O)=O)cc2)C1c1ccc(Cl)cc1 (stereo not given)	0	0.7	-3	1	1	3	2	6.4	18	33
CCOc1cc(S(=O)(=O)N2CCN(Cc3ccccc3)CC2)ccc1Br	8	1.1	-3	1	1.1	-7	20	1.2	1	-8
COCCNc1ccnc2c(Cl)cccc12	1	1	0	1	1	5	-6	-0.1	-3	2
O=C(NCc1ccccc1)C(c1ccc(F)cc1)N(Cc1cccs1)C(=O)c1cnccn1 (stereo not given)	1	1	-3	1	1	4	7	3.1	-12	-2
CCC(=O)Nc1cccc(NC(=O)CSc2nnc(C(C)C)n2CC)c1	-5	1	-4	1	1	-1	0	1.1	-11	-2
Additional structures:
SMILES	Lmaj promast	TNAP act hiacc	FLuc inhib CS	FLuc stim CS	bIAP activator	bIAP inhibitor	APP transl inh	RAM network inh	TNAP inh noacc	TNAP inh hi DEA
COc1ccc(C(=O)NC2CC(C)(C)Cc3occc32)cc1 (stereo not given)	-2	1	-1	1	1	2	-12	2.7	-11	1
COc1ccc(-c2cc3nc(C)c(CCC(=O)NCc4ccc(F)cc4)c(C)n3n2)c(OC)c1	93*	1	-8	1.1	1	-1	-7	1.2	-7	-4
Cc1nc2c3cnn(-c4ccccc4)c3ncn2n1	28	1	0	1	0.9	14	-10	0.5	54*	-2
CCOC(=O)c1[nH]c(C)c(/C(O)=C2\C(=O)C(=O)N(CCN(C)C)C2c2ccncc2)c1C (stereo not given)	-5	1	-7	1.1	0.9	10	-3	1.6	-12	-4
C=CCSc1nc(C)cc2c1C(=O)OC2	2	1	-2	1	1.2	-22	8	3.6	-8	-4
C#CCNC(=O)C1=C[C@@H](c2ccccc2)C[C@@H](OCc2ccc(CO)cc2)O1	1	1.1	-2	1	1	-2	18	0.2	-15	-8
Cc1nn(Cc2ccccc2Cl)c2sc(C(=O)OC3CCCC3=O)cc12 (stereo not given)	8	1.1	-1	1	1.1	-9	-13	7.5	-10	-6
CCCN1CCN(C(=S)Nc2ccc3nc(N4CCN(CC)CC4)cc(C)c3c2)CC1	37	1.1	-9	1.1	1	-5	6	-0.1	-2	-6
NC(=O)c1ccsc1NC(=O)CSc1nnc(Nc2ccccc2)s1	57*	1	4	1	1.1	-8	-2	3.2	-6	-3
CCCCc1cc(=O)oc2cc(C)cc(OCC(=O)O)c12	-3	1.1	-6	1.1	0.9	14	-28	1.2	-17	-6
Cc1ccccc1OCC(=O)Nc1ccccc1CO	3	1	2	1	0.9	11	-12	-0.1	-12	-3
CC(=O)Nc1ccc2c3c(cccc13)C(=O)N(c1ccccc1)C2=O	10	1.1	-4	1	1.1	-8	9	1.1	-18	-6
O=C(O)c1cc(-c2ccc(/C=C3\NC(=O)N(c4ccc(Cl)cc4)C3=O)o2)ccc1Cl	-5	1	20	0.8	0.9	11	-11	1.7	-3	4
O=C(CCc1nc2ccccc2c(=O)[nH]1)Nc1ccc(F)c([N+](=O)[O-])c1	20	1	-2	1	1.2	-21	5	2.0	-4	4
Cc1ccc(-n2c(C)cc(C)c(C#N)c2=O)cc1	-6	1.1	0	1	1	-2	-7	1.2	-11	-6
CC(C)c1ccc(C(=O)Nc2ccc(N3CCOCC3)cc2)cc1	1	1	2	1	1	4	-7	4.0	-5	-1
CCCN(Cc1ccccc1)C(=S)Nc1ccc(F)cc1	1	1	-10	1.1	0.9	6	-3	1.9	-10	-2

Another view of part of the listing above.
Below each SMILES: Lmaj promast | TNAP act hiacc | FLuc inhib CS | FLuc stim CS | bIAP activator | bIAP inhibitor | APP transl inh | RAM network inh | TNAP inh noacc | TNAP inh hi DEA
- O=C(O)c1cc(-c2ccc(/C=C3\NC(=O)N(c4ccc(Cl)cc4)C3=O)o2)ccc1Cl
 : -5 | 1 | 20 | 0.8 | 0.9 | 11 | -11 | 1.7 | -3 | 4
- O=C(CCc1nc2ccccc2c(=O)[nH]1)Nc1ccc(F)c([N+](=O)[O-])c1
 : 20 | 1 | -2 | 1 | 1.2 | -21 | 5 | 2.0 | -4 | 4
- Cc1ccc(-n2c(C)cc(C)c(C#N)c2=O)cc1
 : -6 | 1.1 | 0 | 1 | 1 | -2 | -7 | 1.2 | -11 | -6
- CC(C)c1ccc(C(=O)Nc2ccc(N3CCOCC3)cc2)cc1
 : 1 | 1 | 2 | 1 | 1 | 4 | -7 | 4.0 | -5 | -1
- CCCN(Cc1ccccc1)C(=S)Nc1ccc(F)cc1
 : 1 | 1 | -10 | 1.1 | 0.9 | 6 | -3 | 1.9 | -10 | -2

High-throughput results: PubChem BioAssay, several laboratories

The order is random; any-hit rate near 13%.
